Source: PubChem
AGP1-GFP MLPCN = modulators of AGP1-GFP expression in yeast TOR pathway, primary screen, cell-based, multiplex flow cytometry, S. cerevisiae, MLPCN library; 3 h; GFP as percent of DMSO wells; GFP response vs DMSO, % at 10 µM; AID 2066, 2009; 320,000 compounds, 0.02% hits;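 active = GFP response relative to DMSO above a set limit, near screen average plus 3 SD, cut at about 150% in these data; inconclusive = fewer than 70 cells counted for the yeast strain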;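 note: median GFP channel fluorescence of the gated AGP1 strain per well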
GLD-1 TGE inh = GLD-1/TGE RNA complex disruptors, primary screen, biochemical, fluorescence polarization. inhibition, % at 5.96 µM. Female germline-specific tumor suppressor gld-1 (Caenorhabditis elegans), Q17339. purified GLD-1 + fluorescein TGE RNA. 320,000 compounds, 0.44% hits;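 active = percent inhibition above a per-plate cutoff, the plate mean of test compounds plus 3 SD, cut at about 30% in these data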;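 note: 0% = DMSO wells with GLD-1 and probe and 100% = wells lacking GLD-1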
CIT2-GFP yeast = modulators of CIT2-GFP expression in yeast, primary screen, S. cerevisiae, GFP fusion, multiplex flow cytometry, MLPCN library; S. cerevisiae CIT2-GFP strain, 3 h; 100 means same as DMSO wells; GFP response vs DMSO, % at 10 µM; 320,000 compounds, 0.065% hits;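 active = GFP response relative to DMSO above a set limit, near the screen mean plus 3 SD, cut at about 150% in these data; inconclusive = Fewer than 70 cells measured for a yeast strain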;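 note: ratio of well median GFP fluorescence to mean of DMSO wells on the plate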
BCLXL inh = inhibitors of human Bcl-xL, primary screen, biochemical, fluorescence polarization, HTS. inhibition, % at 10.9 µM. Bcl-2-like protein 1 (Homo sapiens), Q07817. 320,000 compounds, 0.7% hits. AID 2129, 2009. GST-Bcl-xL / FITC-Bim BH3 peptide fluorescence polarization;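 active = inhibition above the mean of all tested compounds plus 3 SD, cutoff set per campaign, cut at about 30% in these data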;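 note: 0% = DMSO wells and 100% = unlabeled Bim-BH3 peptide competitor; inhibitors lower millipolarization by displacing the labeled peptide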
Target sequence (Q07817 whole entry, looked up): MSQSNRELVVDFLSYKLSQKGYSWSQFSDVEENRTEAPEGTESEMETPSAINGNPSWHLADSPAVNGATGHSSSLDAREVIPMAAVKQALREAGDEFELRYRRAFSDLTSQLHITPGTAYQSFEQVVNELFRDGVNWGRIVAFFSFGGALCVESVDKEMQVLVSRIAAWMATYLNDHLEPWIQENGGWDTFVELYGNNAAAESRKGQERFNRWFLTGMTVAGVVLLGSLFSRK
VLA-4 inh = inhibition in human VLA-4 binding assay, primary screen, VLA-4 allosteric modulator project, MLPCN library, flow cytometry, VLA-4 expressing cells; Integrin alpha-4 (Homo sapiens), P13612; ligand binding flow cytometry; inhibition, % (about 7 µM as worked out from the volumes in the protocol); 330,000 compounds, 0.2% hits; AID 2557, 2010; in the data active = inhibition above about 50%
MEX-5 binding = MEX-5 zinc finger RNA-binding disruptors – biochemical, C. elegans, fluorescence polarization, MLPCN library, primary screen | activity score (negative = inhibition of binding), % at 10 µM | 300,000 compounds, 0.38% hits | Zinc finger protein mex-5 (Caenorhabditis elegans), Q9XUB2 | MEX-5/FITC-TCR2 RNA binding; hits give low values;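 active = inhibition past about -25% in most replicates, and total fluorescence under double the plate's negative control median, limit read from the data; inconclusive = replicates evenly split on the limit, or fluorescence at least double controls; inactive = too little inhibition in most replicates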;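 note: 0% = DMSO and -100% = 5 µM competing unlabeled TCR2 RNA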
MCL1-BIM inh = inhibitors of MCL1 binding to BIM-BH3, primary screen, biochemical, fluorescence polarization. Induced myeloid leukemia cell differentiation protein Mcl-1 (Homo sapiens), Q07820. GST-MCL1 / FITC-Bim-BH3 fluorescence polarization. inhibition, % at 10.9 µM. 320,000 compounds, 0.68% hits;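 active = inhibition above the mean inhibition of all tested compounds plus 3 SD, set per campaign, cut at about 40% in these data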;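 note: 0% = DMSO wells and 100% = unlabeled Bim-BH3 peptide control; higher means more loss of mP so more displacement of Bim peptide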
Target sequence (Q07820 whole entry, looked up): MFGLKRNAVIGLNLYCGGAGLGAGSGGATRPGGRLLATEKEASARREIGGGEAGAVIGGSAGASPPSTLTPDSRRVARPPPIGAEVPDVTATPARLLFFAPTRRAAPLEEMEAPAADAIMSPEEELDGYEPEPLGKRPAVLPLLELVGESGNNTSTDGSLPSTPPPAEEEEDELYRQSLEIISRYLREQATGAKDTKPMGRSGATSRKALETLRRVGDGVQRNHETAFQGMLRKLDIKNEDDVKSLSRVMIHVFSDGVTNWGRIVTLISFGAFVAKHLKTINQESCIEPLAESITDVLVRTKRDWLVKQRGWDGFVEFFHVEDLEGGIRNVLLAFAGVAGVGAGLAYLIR
CR mimetic SO = reduction of superoxide in aged yeast, primary screen, HTS. superoxide response (% of plate mean), % at 10 µM. S. cerevisiae aged cells, superoxide DHE fluorescence; hits give low values. 330,000 compounds, 0.18% hits. AID 2690, 2010;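 active = superoxide response under a set limit, about three screen SD below normal, cut at about 65% in these data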;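 note: yeast aged for seven days with compound at 30 °C before DHE staining; 100% = average MFI of all compound-treated wells on the plate with controls excluded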
GRK2 inh = compounds blocking aptamer binding on GRK2 – biochemical, human GRK2, bead flow cytometry, HTS, primary screen; 330,000 compounds, 0.59% hits; inhibition of aptamer binding, % at 10 µM; FAM-aptamer displacement from GRK2; AID 488847, 2010;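 active = inhibition of aptamer binding above 40%, roughly 3 SD of noise, on plates passing a quality check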;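 note: median bead fluorescence of bound FAM aptamer so fluorescent compounds give negative values; no value below 0 was filed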
Active calls of the source: *; ? = inconclusive; . = no result given.

smiles	BCLXL inh	AGP1-GFP MLPCN	CR mimetic SO	GLD-1 TGE inh	CIT2-GFP yeast	GRK2 inh	MCL1-BIM inh	VLA-4 inh	MEX-5 binding
O=C1N=C(N2CCCCC2)S/C1=C\c1ccccc1F	9	96	95	3	92	0	-11	-1	2.0
O=C(O)CC(=O)Nc1cc(Cl)ccc1O	10	98	89	-1	96	0	1	-11	-2.6
O=C(Nc1cc(C(F)(F)F)ccc1N1CCCC1)C1CCCO1 (centres undefined)	5	104	120	1	91	0	4	1	.
Cc1oc2cc(O)ccc2c(=O)c1-c1ccccc1	6	93	78	5	110	0	9	-2	-2.5
CCCC1OC2CC3C4CCC5=CC(=O)C=CC5(C)C4C(O)CC3(C)C2(C(=O)O)O1 (centres undefined)	4	102	99	6	101	3	12	-5	-0.5
O=S(=O)(N(Cc1ccccc1)[C@@H](CO)Cc1ccccc1)N(Cc1ccccc1)[C@@H](CO)Cc1ccccc1	.	95	101	6	92	0	.	-22	.
O=[N+]([O-])c1ccc(N2CCN(C(=S)NCc3ccc(Cl)cc3)CC2)cc1	5	103	96	0	92	0	4	0	-2.4
C[N+]1(CCCCSc2ccc(O)cc2)CCCCC1	-16	99	101	-3	102	0	-31	-5	0.9
O=C(CSc1cnc2ccccc2n1)NC1CCCC1	-2	83	105	7	78	81*	-2	-2	-0.2
Cc1ccc(OC/C(=N\O)C(C)(C)C)c([N+](=O)[O-])c1	-4	104	100	-2	101	5	3	0	-0.7
O=C(c1cc2cc(Br)ccc2o1)N1CCCCC1	7	102	93	5	91	2	11	8	0.9
CC/C(C)=N\Nc1nc(-c2cc3cc(OC)ccc3oc2=O)cs1	6	96	102	4	89	0	12	-6	0.3
CCC/C(O)=N\S(=O)(=O)c1ccc(N=NN(C)C)cc1	6	88	109	2	83	0	-3	1	-1.9
COc1ccc(S(=O)(=O)N2CCN(c3ccccn3)CC2)cc1OC	3	103	99	0	108	0	3	-11	-1.0
Cc1cc(C)cc(NCCC#N)c1	2	101	110	-1	99	2	-7	1	-0.6
CC(C)CNC(=O)C(=O)NCC1CCCN1S(=O)(=O)c1cccs1 (centres undefined)	7	110	103	-6	92	0	-3	2	0.9
COc1ccc(Cl)cc1NC(=O)NN1CCN(C)CC1	0	109	103	-5	104	0	-2	5	0.2
Cn1c(=O)n(C)c2cc(S(=O)(=O)NCC(=O)O)ccc21	7	105	95	4	106	0	3	8	2.0
Cc1nn(Cc2cccc(C(=O)Nn3cc([N+](=O)[O-])cn3)c2)c(C)c1[N+](=O)[O-]	8	112	116	-5	121	0	6	10	1.0
COc1cc(Oc2ccccc2)nc(N)n1	2	102	114	5	103	0	1	-9	0.7
COc1ccc(-n2c(SCC(=O)Nc3nccs3)nc3c(c2=O)SC(C)C3)cc1 (centres undefined)	3	96	115	-6	97	0	1	-31	1.2
CC1CCCCN1C(=O)/C=C/c1ccccc1[N+](=O)[O-] (centres undefined)	1	94	98	10	109	0	11	11	-0.6
C/C(CS(=O)(=O)c1ccc(Cl)cc1)=N/NC(N)=S	6	100	99	-12	90	4	20	-4	-0.7
Cc1cc(C)n(C(=O)CNC(=O)c2ccccc2Br)n1	-5	93	98	5	93	0	-4	20	-0.3
O=C1C2C3C=CC(C3)C2C(=O)N1/N=C/c1cn(Cc2ccc(F)cc2)c2ccccc12 (centres undefined)	4	99	95	1	92	0	4	10	0.2

The listing continues:
smiles	BCLXL inh	AGP1-GFP MLPCN	CR mimetic SO	GLD-1 TGE inh	CIT2-GFP yeast	GRK2 inh	MCL1-BIM inh	VLA-4 inh	MEX-5 binding
CCCOc1ccc(Br)cc1/C=N/NC(=O)c1cc(OC)c(OC)c(OC)c1	1	.	82	2	.	8	-1	33	-0.1
COc1ccc2ccc(=O)oc2c1CC=C(C)C	2	102	97	5	96	5	2	0	0.8
CS(=O)(=O)c1ccccc1-c1nc(-c2ccc(C(F)(F)F)cc2)no1	2	88	90	3	113	2	4	16	1.2
CSc1nnc(-c2cccs2)n1-c1ccccc1	4	105	106	-3	101	0	11	16	-2.8
COCCCNC(=O)c1ccc2c(c1)OCO2	2	92	107	6	91	0	0	-5	2.9
Cc1ccc(NS(=O)(=O)c2cc(OCC(N)=O)c(C)cc2Cl)cc1C	2	103	90	7	100	2	-4	3	-1.7
CCCCCc1c(O)nc(SCC(=O)NCC2CCCO2)[nH]c1=O (centres undefined)	2	93	119	-4	107	0	7	13	-1.9
O=C(CCCN=C1NS(=O)(=O)c2ccccc21)Nc1ccc(Cl)cc1	2	104	99	-1	96	0	0	-6	.
COc1ccc(-c2cc(=O)oc3c(C)c(OCC(=O)Nc4cccnc4)ccc23)cc1	6	102	112	-4	106	0	-3	1	-1.1
C/C(=N\NC(=O)CCC(=O)Nc1ccc(C)c(C)c1)C1CC1	.	97	74	.	97	0	.	14	.
COc1ccc(C2C(C(C)=O)=C(C)Nc3ncnn32)cc1[N+](=O)[O-] (centres undefined)	3	94	83	-2	103	7	5	12	-0.1
Cc1csc(SCC(=O)NCc2ccc3c(c2)OCO3)n1	-8	108	107	-2	103	0	-2	-6	1.2
Cc1ccc(N2CCN(C(=O)c3cccs3)CC2)cc1C	7	94	98	0	97	2	7	10	1.6
Brc1cccc(-c2cnc3n2CCCCC3)c1	0	95	97	-7	97	0	-6	5	-2.1
CC(=O)c1ccc(N2CCN(C(=S)Nc3cccc(F)c3)CC2)cc1	3	101	108	8	110	0	13	-11	-1.8
COCCCNC(=S)Nc1cccc(SC)c1	2	?	111	-2	?	0	3	-8	0.2
O=C(O)/C=C\C(=O)Nc1ccccc1C#Cc1ccc(Br)cc1	3	93	113	4	85	1	10	8	.
Nc1ccc(C(=O)CC(=O)Nc2ccc(Cl)cc2)cc1	3	97	103	1	94	1	4	1	3.9
CCOc1ccccc1NC(=O)C(Sc1nnc2ccccn12)c1ccccc1 (centres undefined)	2	117	101	-2	87	3	-1	5	1.3
Cc1ccc(N2CC(C(=O)Nc3ccc4c(c3)OCCO4)CC2=O)cc1C (centres undefined)	3	96	82	-7	99	1	-5	4	4.0
S=C(NC1CC1)SCc1ccco1	-1	84	97	2	88	0	7	18	.
O=C(O)CSCC(=O)N1CCCCC1	1	109	102	5	105	0	15	4	-1.5
CCOC(=O)c1[nH]c(C)c(C(=O)OCC(=O)NCc2ccc(OC)cc2)c1C	2	99	105	0	90	1	5	-10	.
Cc1ccc(C(C(=O)NC2CCCC2)N(Cc2ccccc2)C(=O)c2csnn2)o1 (centres undefined)	3	102	105	6	99	2	10	-1	-0.4
O=C(c1ccc(F)cc1)N(Cc1ccco1)C1CCS(=O)(=O)C1 (centres undefined)	-2	97	108	-1	111	0	5	0	-3.0

Ordered by molar mass (high to low): part of the list above.
smiles	BCLXL inh	AGP1-GFP MLPCN	CR mimetic SO	GLD-1 TGE inh	CIT2-GFP yeast	GRK2 inh	MCL1-BIM inh	VLA-4 inh	MEX-5 binding
O=C(O)/C=C\C(=O)Nc1ccccc1C#Cc1ccc(Br)cc1	3	93	113	4	85	1	10	8	.
COc1ccc(C2C(C(C)=O)=C(C)Nc3ncnn32)cc1[N+](=O)[O-] (centres undefined)	3	94	83	-2	103	7	5	12	-0.1
O=C(Nc1cc(C(F)(F)F)ccc1N1CCCC1)C1CCCO1 (centres undefined)	5	104	120	1	91	0	4	1	.
Cc1csc(SCC(=O)NCc2ccc3c(c2)OCO3)n1	-8	108	107	-2	103	0	-2	-6	1.2
Cc1oc2cc(O)ccc2c(=O)c1-c1ccccc1	6	93	78	5	110	0	9	-2	-2.5
S=C(NC1CC1)SCc1ccco1	-1	84	97	2	88	0	7	18	.

As entered above.
CIT2-GFP yeast result of COc1ccc2ccc(=O)oc2c1CC=C(C)C = 96
MCL1-BIM inh result of O=C(CCCN=C1NS(=O)(=O)c2ccccc21)Nc1ccc(Cl)cc1 = 0

(more compounds)
smiles	BCLXL inh	AGP1-GFP MLPCN	CR mimetic SO	GLD-1 TGE inh	CIT2-GFP yeast	GRK2 inh	MCL1-BIM inh	VLA-4 inh	MEX-5 binding
COc1cc(C)c(S(=O)(=O)n2ccc(C)n2)cc1C	-4	99	84	3	86	0	-1	4	-0.4
COc1ccc(OC)c(NC(=O)C23CCC(C)(C(=O)O2)C3(C)C)c1 (centres undefined)	4	113	92	-1	111	0	6	-14	-0.2
O=C(NC1CCCCC1)c1ccc(S(=O)(=O)NCc2cccnc2)cc1	3	102	107	-3	105	2	0	-23	-1.7
Cc1ccc(NC(=S)N(Cc2ccco2)C2CCN(C(C)C)CC2)cc1	4	97	110	3	95	2	9	-2	2.0
COc1ccc(S(=O)(=O)NCc2ccc(C(=O)O)cc2)cc1	-1	97	114	2	93	1	-1	-2	-1.0
CC(C)N(Cc1ccccc1)C(=O)COc1ccccc1	9	98	103	-3	102	0	21	3	-3.4
Cn1ncc2c(Nc3cccc4ccccc34)ncnc21	8	104	98	4	89	1	-2	8	1.9
COc1cccc(NC(=O)CN(C)CC(=O)Nc2ccc3c(c2)OCO3)c1	.	98	120	1	100	2	.	4	.
CCOc1cccc(/C=N/NC(=O)c2cccnc2)c1O	3	101	99	3	102	2	4	12	1.0
Cc1cc(C)c(NC(=O)CSc2nnc(SCC(=O)Nc3c(C)cc(C)cc3C)n2N)c(C)c1	-2	94	91	-7	103	0	-10	15	4.2
COc1ccc(NC(=O)CNS(=O)(=O)c2ccc3nc(C)sc3c2)c(OC)c1	4	99	94	4	101	1	5	13	-1.2
